E-selectin induc: induces E-selectin expression in human endothelial cells | AID 686992 | HUVEC E-selectin immunofluorescence imaging; normalized: neutral wells 0, TNF-alpha wells 100 | activation, % at 7.58 µM | P16581 | 0.37% of 260,000 active;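 active = mean E-selectin-positive cell signal at least 10% of the positive control, reached in at least 60% of replicates, without over 20% cell loss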;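 note: in these data hits start at about 27%; measured in HUVEC primary endothelial cells; signal is the percent of cells scored E-selectin positive by PE staining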
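Read-out: % PE-positive cells | Test system: HUVEC | Doses: One compound dose added by pin transfer | Buffer or medium: EGM-2 over gelatin coat | Signal: Immunofluorescence imaging | Benchmarks: TNF-alpha, DMSO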
esBAF inh: inhibitors of esBAF chromatin remodeling in mouse ES cells. Bmi1-luciferase knock-in reporter, 24 h; 100% = twice the neutral-well signal. reporter increase, % at 12.5 µM. 2% of 350,000 active; in the data active = activation above about 40%;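 note: 0% = median of the plate's neutral control wells and 100% = double that signal; a rise in the Bmi1 reporter signal indicates esBAF inhibition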
Casp6 inh: inhibitors of human caspase-6; P55212; purified caspase-6, Z-VEID-R110 cleavage fluorescence; inhibition, % at 12.5 µM; 0.53% of 350,000 active; AID 686996;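 active = mean inhibition across replicates at least about 35%, with every replicate also reaching that limit, limit read from the data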;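 note: 0% = median of neutral control wells and 100% = no fluorescence left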
Target sequence (P55212 24-179 limits assumed): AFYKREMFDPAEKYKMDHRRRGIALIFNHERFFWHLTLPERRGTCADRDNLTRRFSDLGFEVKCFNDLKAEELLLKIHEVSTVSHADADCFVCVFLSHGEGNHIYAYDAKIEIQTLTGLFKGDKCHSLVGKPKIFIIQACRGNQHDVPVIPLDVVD
Target sequence (P55212 194-293 limits assumed): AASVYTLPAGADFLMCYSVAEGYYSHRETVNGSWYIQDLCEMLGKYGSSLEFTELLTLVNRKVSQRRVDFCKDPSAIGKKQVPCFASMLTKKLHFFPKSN
PglD DTNB: inhibitors of Campylobacter jejuni PglD acetyltransferase; inhibition, % at 12.5 µM; 0.098% of 360,000 active; purified PglD enzyme, DTNB colorimetric CoA detection; in the data active = inhibition above about 16%, passing the limit was not always enough; note: strong numbers were not always called active
RAD54 inh: blocks human RAD54 Holliday junction branch migration; 0.14% of 360,000 active; inhibition, % at 10.4 µM; FAM/BHQ fluorescence; Q92698; AID 602329;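 active = mean normalized replicate activity at least 40 and at least half of replicates scoring 40 or more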;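 note: 0% = median of neutral control wells and 100% = median of positive control wells; inhibitors cause a drop in the FAM fluorescence signal; in these data hits start at about 50%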
ARNT TACC3 PPI: disruptors of human ARNT/TACC3 interaction; Q9Y6A5; AlphaScreen His-ARNT PAS-B/GST-TACC3 binding, luminescence; TACC3 fragment carries E629A point mutation; inhibition, % at 9.99 µM; 0.66% of 390,000 active; AID 623870;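 active = mean inhibition of replicates at least 50% and at least half of replicates each reaching 50%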;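 note: 0% = complete ARNT plus TACC3 wells and 100% = ARNT alone without TACC3; many hits fall short of the cut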
ERp5 inh: ERp5 (human) disulfide isomerase inhibition; inhibition, % at 9.99 µM; ERp5 insulin aggregation, absorbance 650 nm, 90 min; 0.05% of 350,000 active; AID 651711;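 active = mean replicate inhibition above about 25%, with every replicate also reaching it, limit read from the data, passing the limit was not always enough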
Target sequence (Q15084 whole entry, looked up): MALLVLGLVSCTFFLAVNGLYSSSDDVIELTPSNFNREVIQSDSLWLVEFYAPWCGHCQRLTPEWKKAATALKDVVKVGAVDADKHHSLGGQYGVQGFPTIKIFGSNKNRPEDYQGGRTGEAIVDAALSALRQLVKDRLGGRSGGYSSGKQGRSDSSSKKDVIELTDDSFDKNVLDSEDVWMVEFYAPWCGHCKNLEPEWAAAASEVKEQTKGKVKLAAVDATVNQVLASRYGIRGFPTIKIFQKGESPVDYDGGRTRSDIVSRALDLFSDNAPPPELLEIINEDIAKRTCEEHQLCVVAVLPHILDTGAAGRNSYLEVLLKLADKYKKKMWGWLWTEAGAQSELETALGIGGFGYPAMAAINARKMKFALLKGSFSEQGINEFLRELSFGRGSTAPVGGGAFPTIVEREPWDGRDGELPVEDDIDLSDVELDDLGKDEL
RAD52 inh: inhibitors of human RAD52 DNA annealing. P43351. recombinant RAD52 DNA annealing, FRET fluorescence. inhibition, % at 18.7 µM. 0.46% of 360,000 active. AID 651710;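 active = every replicate showing at least 50% inhibition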
An asterisk follows results filed as active; & = joins results of further samples.

What do the screens show for `COCC(=O)Nc1ccc2c(c1)OC[C@@H](C)N(C(=O)c1ccncc1)C[C@H](C)[C@H](OC)CN(C)C2=O`?
E-selectin induc: -0.1; esBAF inh: -0.9; Casp6 inh: -0.2; PglD DTNB: 0.9; RAD54 inh: 1.7; ARNT TACC3 PPI: -8.8; ERp5 inh: 10.1; RAD52 inh: -13.2

What do the screens show for `COCCCNC(=O)c1cccc2c(-c3ccnn3C)coc12`?
E-selectin induc: -0.3; esBAF inh: 0.7; Casp6 inh: -2.4; PglD DTNB: -1.9; RAD54 inh: -0.7; ERp5 inh: 0.1; RAD52 inh: -5.9

What do the screens show for `COc1ccc(-c2ccc(C(=O)Nc3ccc(NC(C)=O)cc3)c3occc23)c(C)c1`?
E-selectin induc: 5.0; esBAF inh: -2.9; Casp6 inh: 3.4; PglD DTNB: -0.4; RAD54 inh: -4.3; ERp5 inh: 4.4; RAD52 inh: 4.7

Results for CN1/C(=C/C(=O)C2CC2)C(C)(C)c2ccccc21 ?
Casp6 inh: 1.0; ARNT TACC3 PPI: -35.9; ERp5 inh: 2.8; RAD52 inh: -2.2

What do the screens show for `COc1ccc(NC(=O)CN2CCC(NC(=O)C3CCCCC3)CC2)c([N+](=O)[O-])c1`?
esBAF inh: 1.9; Casp6 inh: 0.4; PglD DTNB: 1.5; RAD54 inh: -1.2; ARNT TACC3 PPI: 10.4; ERp5 inh: -0.2; RAD52 inh: -10.9

What do the screens show for `CC(=O)C1=C(C)N(CC(C)C)C(=S)NC1c1ccc(Br)cc1` (centres undefined)?
E-selectin induc: 0.0; Casp6 inh: -0.6; ERp5 inh: 5.4; RAD52 inh: -0.8

Results for C[C@@H]1CN([C@@H](C)CO)C(=O)c2cc(NC(=O)NC3CCCCC3)ccc2O[C@@H](C)CCCCO[C@H]1CN(C)Cc1ccc(Cl)c(Cl)c1 ?
E-selectin induc: 0.5; esBAF inh: 6.2; Casp6 inh: -4.0; PglD DTNB: 0.2; RAD54 inh: -1.2; ARNT TACC3 PPI: 14.7; ERp5 inh: 0.8; RAD52 inh: -14.3

What do the screens show for `CCn1c(=O)n(CC)c2cc([N+](=O)[O-])ccc21`?
esBAF inh: 0.3; PglD DTNB: 7.6; RAD54 inh: -7.3; ARNT TACC3 PPI: -5.1

How did Cc1c(C(=O)NCCCN2CCCC2=O)oc2ccccc12 do in these assays?
esBAF inh: 4.9; PglD DTNB: -4.4; RAD54 inh: -1.6; ARNT TACC3 PPI: -17.5

How did O=C(NCc1ccco1)C1CCCN1C(=O)Nc1ccc(Cl)cc1 (centres undefined) do in these assays?
Casp6 inh: -2.5; ARNT TACC3 PPI: -4.9; ERp5 inh: 4.5; RAD52 inh: -6.2

What do the screens show for `CCOC(=O)[C@H]1[C@H]2COc3ccc(Cl)cc3[C@@H]2N2C(=O)CNC(=O)[C@@]12C`?
E-selectin induc: 0.1; esBAF inh: -6.2; Casp6 inh: 0.1; PglD DTNB: -3.0; RAD54 inh: 3.1; ARNT TACC3 PPI: -0.9; ERp5 inh: 5.6; RAD52 inh: -10.4

Results for O=C(CN(C(=O)CCC(=O)Nc1nccs1)C1CCCC1)NCc1ccc2c(c1)OCO2 ?
Casp6 inh: -1.7; ARNT TACC3 PPI: -5.9; ERp5 inh: 1.9; RAD52 inh: -13.5

What do the screens show for `C=CCOc1ccccc1/C=N/NC(=O)Cc1ccc(C)cc1`?
esBAF inh: -2.4; Casp6 inh: -0.2; PglD DTNB: 1.2; RAD54 inh: -0.6; ARNT TACC3 PPI: -1.6; ERp5 inh: 0.4; RAD52 inh: -8.3

Results for COc1cc(C(CCN2CCOCC2)c2c(OC)cc(OC)c3c(-c4ccccc4)cc(=O)oc23)cc(OC)c1OC (centres undefined) ?
E-selectin induc: 2.5; esBAF inh: -7.0; Casp6 inh: -1.4; PglD DTNB: -0.2; RAD54 inh: 5.9; ARNT TACC3 PPI: -1.1; ERp5 inh: 1.3; RAD52 inh: 0.2

How did CCCc1nnc(SCC(=O)Nc2cccc(Cl)c2Cl)o1 do in these assays?
esBAF inh: -2.3; Casp6 inh: -1.7; PglD DTNB: 1.9; RAD54 inh: 10.9; ARNT TACC3 PPI: -3.0; ERp5 inh: -1.2; RAD52 inh: -9.0

Pulled by structure from the entries so far:
Results for CN1/C(=C/C(=O)C2CC2)C(C)(C)c2ccccc21 ?
Casp6 inh: 1.0; ARNT TACC3 PPI: -35.9; ERp5 inh: 2.8; RAD52 inh: -2.2

What do the screens show for `CC(=O)C1=C(C)N(CC(C)C)C(=S)NC1c1ccc(Br)cc1` (centres undefined)?
E-selectin induc: 0.0; Casp6 inh: -0.6; ERp5 inh: 5.4; RAD52 inh: -0.8

What do the screens show for `C=CCOc1ccccc1/C=N/NC(=O)Cc1ccc(C)cc1`?
esBAF inh: -2.4; Casp6 inh: -0.2; PglD DTNB: 1.2; RAD54 inh: -0.6; ARNT TACC3 PPI: -1.6; ERp5 inh: 0.4; RAD52 inh: -8.3

More structures.
What do the screens show for `Cc1ccc(Cc2c(-c3ccccc3)nc3ccc(Br)cn23)cc1`?
E-selectin induc: -0.1; esBAF inh: 31.5; Casp6 inh: 1.4; PglD DTNB: 3.2; RAD54 inh: -3.9; ERp5 inh: -0.8; RAD52 inh: -50.7

What do the screens show for `CC(=O)N(C)C[C@H]1Oc2cc(Br)ccc2S(=O)(=O)N([C@H](C)CO)C[C@H]1C`?
E-selectin induc: -0.1; esBAF inh: 0.3; Casp6 inh: -2.4; PglD DTNB: -3.9; RAD54 inh: 5.2; ARNT TACC3 PPI: 34.9; ERp5 inh: 1.8; RAD52 inh: 11.8

Results for COc1ccccc1NC(=O)N1CCN(C)CC1 ?
E-selectin induc: 0.4; Casp6 inh: -4.0; ARNT TACC3 PPI: -8.7; ERp5 inh: 2.2; RAD52 inh: -7.5

How did O=C(CSc1nc2ccccc2[nH]1)NC1CCCc2ccccc21 (centres undefined) do in these assays?
E-selectin induc: -0.2; Casp6 inh: 3.3; ARNT TACC3 PPI: -21.1; ERp5 inh: 1.7; RAD52 inh: -4.0

How did CCCCN(C(=O)c1ccc(-c2ccc(Cl)cc2)o1)c1c(N)n(CCCC)c(=O)[nH]c1=O do in these assays?
E-selectin induc: 5.4; esBAF inh: -5.2; Casp6 inh: -4.3; PglD DTNB: 3.3; RAD54 inh: -6.2; ARNT TACC3 PPI: -8.7; ERp5 inh: -2.6; RAD52 inh: -30.9

Results for CCOC(=O)C1CCN(C(=O)CCNC(=O)Cn2ccc3ccccc3c2=O)CC1 ?
esBAF inh: -9.3; Casp6 inh: 1.7; PglD DTNB: -8.4; RAD54 inh: -2.4; ARNT TACC3 PPI: -3.5; ERp5 inh: -1.3; RAD52 inh: -5.0

What do the screens show for `Cc1ccc2nc(NC(=O)[C@H](C)N3C(=O)C4CC=CCC4C3=O)sc2c1` (some centres undefined)?
E-selectin induc: -3.5; Casp6 inh: 2.8; ARNT TACC3 PPI: 1.0; ERp5 inh: -3.6; RAD52 inh: -26.7

What do the screens show for `COc1ccc(-c2nc(CSCC(=O)N3CCN(C(=O)c4ccco4)CC3)c(C)o2)cc1OC`?
E-selectin induc: 14.8; esBAF inh: -0.6; Casp6 inh: -0.5; PglD DTNB: -0.5; RAD54 inh: -7.8; ARNT TACC3 PPI: -1.5; ERp5 inh: 5.3; RAD52 inh: 4.3

Results for CCC(=O)N1[C@@H](CO)[C@@H](c2ccccc2)[C@@H]1CN(CC)C(=O)NC1CCCC1 ?
E-selectin induc: -0.4; esBAF inh: 2.9; Casp6 inh: 3.2; PglD DTNB: 1.9; RAD54 inh: -0.9; ARNT TACC3 PPI: 0.7; ERp5 inh: 2.6; RAD52 inh: -8.7

How did C[C@H](CO)N1C[C@H](C)[C@@H](CN(C)C(=O)Cc2ccccn2)Oc2ncc(C#C[C@@H](C)O)cc2C1=O do in these assays?
E-selectin induc: 0.0; esBAF inh: 0.5; Casp6 inh: -0.1; PglD DTNB: -0.2; RAD54 inh: 5.6; ARNT TACC3 PPI: -15.2; ERp5 inh: 2.1; RAD52 inh: -16.9

What do the screens show for `COc1ccc(/C(C)=N/Nc2ccccc2Cl)c(O)c1`?
esBAF inh: 36.1; Casp6 inh: 10.2; ARNT TACC3 PPI: -4.0; ERp5 inh: 1.6; RAD52 inh: 3.4

What do the screens show for `Cc1ccc(NC(=O)C(Nc2ccccc2)c2ccccc2)cc1` (centres undefined)?
Casp6 inh: 1.2; ARNT TACC3 PPI: 2.3; ERp5 inh: -8.1; RAD52 inh: -14.2

Results for c1ccc2[nH]c(CN3CCCCC3)nc2c1 ?
esBAF inh: -5.6; PglD DTNB: -1.2; RAD54 inh: 13.9; ARNT TACC3 PPI: -10.7

How did CN(C)c1ncc(S(=O)(=O)c2ccc(Cl)cc2)c(-c2ccc(Cl)cc2Cl)n1 do in these assays?
esBAF inh: -2.2; PglD DTNB: -2.5; RAD54 inh: 4.5; ARNT TACC3 PPI: -5.9

What do the screens show for `C/C(=N/NC(=O)c1ccco1)c1ccc(Br)s1`?
esBAF inh: 19.0; Casp6 inh: -2.9; PglD DTNB: -3.2; RAD54 inh: 0.3; ARNT TACC3 PPI: -1.4; ERp5 inh: 0.4; RAD52 inh: -6.4

What do the screens show for `CC(=O)Nc1nnc(CCS(=O)(=O)c2ccc(C)cc2)s1`?
esBAF inh: 0.3; Casp6 inh: 0.4; PglD DTNB: -3.4; RAD54 inh: -0.7; ARNT TACC3 PPI: 26.3; ERp5 inh: 1.0; RAD52 inh: -20.8

How did CCCCOCCCNC(=O)c1ccc(NC(C)=O)cc1 do in these assays?
esBAF inh: -2.3; PglD DTNB: 2.5; RAD54 inh: -2.0; ARNT TACC3 PPI: -7.6

Results for CCc1nnc(NC(=O)CCC(=O)N2CCN(Cc3cc(F)ccc3OC)CC2)s1 ?
esBAF inh: 9.7; PglD DTNB: -4.4; RAD54 inh: 2.6; ARNT TACC3 PPI: -3.2

What do the screens show for `CCc1ccc(OCC2c3cc(OC)c(OC)cc3CCN2C(=S)NCCOC)cc1` (centres undefined)?
E-selectin induc: -0.1; Casp6 inh: -2.5; PglD DTNB: -3.3; RAD54 inh: 1.0; ARNT TACC3 PPI: -21.0; ERp5 inh: -3.8; RAD52 inh: -22.4

How did COc1cccc(C(=O)NC(=S)Nc2ccc3[nH]c(=O)[nH]c3c2)c1 do in these assays?
esBAF inh: 0.2; Casp6 inh: -3.6; PglD DTNB: -5.8; RAD54 inh: 3.8; ARNT TACC3 PPI: -4.2; ERp5 inh: 1.4; RAD52 inh: 10.1

How did COCC#Cc1ccc([C@@H]2[C@@H](CO)N3CCCCN(Cc4cccnc4)C[C@@H]23)cc1 do in these assays?
E-selectin induc: 0.0; Casp6 inh: -5.6; PglD DTNB: -1.2; RAD54 inh: -1.3; ARNT TACC3 PPI: 0.9; ERp5 inh: 2.4; RAD52 inh: -39.8

What do the screens show for `O=C(CN1CCN(C(=O)c2ccc(-c3nc4ccccc4s3)o2)CC1)Nc1ccc(F)cc1`?
esBAF inh: 58.8*; Casp6 inh: 0.9; PglD DTNB: -1.3; RAD54 inh: 7.4; ARNT TACC3 PPI: 6.0; ERp5 inh: -7.5; RAD52 inh: -149.4

Results for C[C@H](CO)N1C[C@H](C)[C@@H](CN(C)C(=O)NC2CCCCC2)Oc2c(NC(=O)C3CC3)cccc2C1=O ?
E-selectin induc: 0.1&0.1; esBAF inh: -3.9&-5.2; Casp6 inh: 0.4&-4.6; PglD DTNB: 3.0&4.3; RAD54 inh: 9.9&3.5; ARNT TACC3 PPI: 8.5&34.0; ERp5 inh: -0.4&-3.2; RAD52 inh: 9.6&-9.2

How did O=C(c1cnccn1)N1CC(=O)N2[C@H](C1)[C@H](c1ccc(/C=C/c3ccccc3)cc1)[C@@H]2CO do in these assays?
E-selectin induc: 0.0; Casp6 inh: 0.2; ERp5 inh: -1.3; RAD52 inh: -5.2

Source: PubChem BioAssay (Broad Institute)
